Assay outcomes (PubChem)
FN deposition inh: fibronectin deposition inhibition | 350,000 tested, 0.086% active | inhibition, % at 12.6 µM | AH1F fibroblasts, Alexa488-fibronectin deposition fluorescence, overnight;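 active = mean inhibition across replicates of 30% or more, regardless of how many single replicates reach that level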;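 note: positive control wells lacked labelled fibronectin entirely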
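Material: AH1F fibroblast monolayer depositing Alexa488-labelled fibronectin into matrix / Amount: 10000 AH1F cells per well / Signal: fluorescence 485/525 nm / Medium: DMEM, 2% serum / Compound: single dose, pinned / Incubation: 1 h cell adhesion before compound, then overnight fibronectin incubation / Reagent: Alexa488-FN, 24 nM final / Read-out: inhibition of fibronectin deposition signal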
LGR2 inh: blocks bursicon-induced cAMP signaling via Drosophila LGR2. HEK293 LGR2, CRE-luciferase, bursicon-stimulated, 4 h. inhibition, % at 9.99 µM. 380,000 tested, 0.35% active;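 active = drop in luminescence signal, shown as inhibition above about 50% in the replicate tests, limit read from the data, passing the limit was not always enough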;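 note: agonist challenge used bursicon conditioned medium at about half maximal strength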
PGC1a acetyl inh: modulators of PGC1a acetylation; U2OS PGC1a acetylation, AlphaScreen anti-acetyl-lysine; with virally co-expressed GCN5 acetyltransferase; inhibition, % at 15.6 µM; 350,000 tested, 0.17% active; AID 651687;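 active = every replicate shows inhibition of at least 40%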;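 note: 0% = neutral control wells and 100% = positive control wells; some results beyond the cut were filed as inactive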
miR122 inh: inhibitors of miR-122 in Huh7 cells | Huh7 miR-122 Renilla luciferase sensor, 48 h; neutral wells = 0, positive control = 100 | 340,000 tested, 0.3% active | activation (reporter increase), % at 12.5 µM;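 active = mean replicate activation score at least 90 and every replicate individually at or above 90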;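 note: higher luciferase means less miR-122 activity so hits act as miR-122 inhibitors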
Casp6 inh: inhibitors of human caspase-6. inhibition, % at 12.5 µM. 350,000 tested, 0.53% active. AID 686996. purified caspase-6, Z-VEID-R110 cleavage fluorescence;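 active = mean inhibition across replicates at least about 35%, with every replicate also reaching that limit, limit read from the data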;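 note: 0% = median of neutral control wells and 100% = no fluorescence left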
Target sequence (P55212 24-179 limits assumed): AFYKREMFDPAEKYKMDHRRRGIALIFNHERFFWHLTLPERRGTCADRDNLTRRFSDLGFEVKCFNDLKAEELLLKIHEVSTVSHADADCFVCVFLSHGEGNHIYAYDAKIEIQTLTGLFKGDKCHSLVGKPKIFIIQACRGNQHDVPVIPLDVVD
Target sequence (P55212 194-293 limits assumed): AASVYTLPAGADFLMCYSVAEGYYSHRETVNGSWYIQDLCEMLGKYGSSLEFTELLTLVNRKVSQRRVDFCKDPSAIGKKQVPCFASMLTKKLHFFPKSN
PAX8 reporter: lowers PAX8-driven luciferase in RMG-I cells; RMG-I TPO-luciferase reporter, SteadyGlo, 24 h; inhibition, % at 12.6 µM; 360,000 tested, 1.2% active;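 active = mean replicate inhibition at least 60% with every replicate also reaching 60%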;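 note: luciferase light reporting Pax8 driven TPO promoter activity; plate controls were median of neutral control wells for no effect and mitoxantrone controls for full effect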
Cneo AK release: causes C. neoformans cell lysis; adenylate kinase release luminescence, 4 h; normalised: neutral wells 0, clomiphene wells 100; lysis activity, % at 15 µM; 360,000 tested, 0.2% active;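 active = mean lysis activity across replicates of at least 80%, whatever share of replicates individually reach that level; inactive = mean lysis activity below 80%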
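Test system: log-phase Cryptococcus neoformans yeast cells; Quantity: yeast cell density of 5 × 10^6 cells/mL; Buffer or medium: YPD; Doses: single compound concentration per well; Timing: 4 h at 37 °C static, read 1 h later; Measured by: AK luminescence; Read-out basis: lysis from increased AK signal; Control set: Clomiphene as positive control.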
EWS-Fli inh: inhibitors of EWS/Fli oncoprotein transcriptional activity; A673 NR0B1-luciferase reporter, viability-normalised; inhibition, % at 12.6 µM; 350,000 tested, 0.67% active;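 active = mean inhibition of at least 50% after viability correction, with every replicate also passing that limit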;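 note: firefly luciferase signal divided by Alamar Blue viability fluorescence both relative to DMSO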
* marks the source's active call; other numbers are inactive results; · = not tested or not shown; [ ] = another dose, or the depositor's remark. An unsorted share of the library. About 2.5% of those tested had a hit in this group.

[1] COc1ccc(-c2ccccc2[C@@H]2[C@H](C#N)N(C(=O)C3CCC3)[C@H]2CO)cc1
[2] COc1ccc(S(=O)(=O)NC(=O)C2(C)CCN2C(=O)Cc2ccc(-c3ccccc3)cc2)cc1 (configuration not stated)
[3] Cc1cc(C)cc(N2C(=O)CC(n3nc(C)cc3C)C2=O)c1 (configuration not stated)
[4] CCCN1C[C@@H](C)[C@H](OC)CN(C)C(=O)c2cc(NS(=O)(=O)c3cn(C)cn3)ccc2OC[C@@H]1C
[5] Cc1ccc(Nc2nc3c(c(=O)[nH]2)CCCC3)cc1
[6] Cc1cc(N2C(=O)C(O)=C(C(=O)c3ccco3)C2c2cccc(Oc3ccccc3)c2)no1 (configuration not stated)
[7] COc1cc(NC(=O)Cn2ncc(Cl)c(Cl)c2=O)c(C)cc1[N+](=O)[O-]
[8] CN1CCN(S(=O)(=O)c2cccc(C(=O)Nc3cc(C(F)(F)F)ccc3N3CCCCC3)c2)CC1
entry no.	1	2	3	4	5	6	7	8
FN deposition inh	-2	5	-36	-5	·	-2	1	0
LGR2 inh	1	-4	·	1	-37	3	105*	-9
PGC1a acetyl inh	4	9	-10	2	3	·	·	4
miR122 inh	·	1	-6	·	0	·	·	-4
Casp6 inh	2	2	·	-1	·	21	-2	-3
PAX8 reporter	-3	-19	·	7	·	17	91*	-14
Cneo AK release	·	-1	1	34	0	11	·	·
EWS-Fli inh	-6	7	·	-1	·	·	76*	27

[9] CC1(C)CC(=O)C=C(NCCN2CCN(C(=S)Nc3ccccc3)CC2)C1
[10] C[C@H](O)[C@@]1(O)CC[C@H]2[C@@H]3CC[C@@H]4C[C@H](O)CC[C@]4(C)[C@H]3CC[C@@]21C
[11] Cc1cccc(NC(=S)N(c2ccccc2)C(C)C)c1C
[12] O=[N+]([O-])c1cccnc1SCc1ccccc1
[13] CCN(C[C@H]1[C@H](c2ccccc2)[C@H](CO)N1C(C)=O)C(=O)NC(C)C
[14] Cc1cc(C)nc(NN2C(=O)/C(=C/c3ccc(O)cc3)SC2=S)n1
[15] NS(=O)(=O)c1ccc(O)c(NC(=O)c2ccc([N+](=O)[O-])cc2)c1
[16] CCOC(=O)CCc1c(C)c(C#N)c2nc3ccccc3n2c1-n1cnc2ccccc21
entry no.	9	10	11	12	13	14	15	16
FN deposition inh	-5	·	4	-8	·	·	-7	4
LGR2 inh	3	-9	·	-43	5	·	-10	·
PGC1a acetyl inh	8	-3	·	11	1	-6	9	4
miR122 inh	-5	-4	·	2	-12[16.7 µM]	-1	·	2
Casp6 inh	1	0	0	0	0	17	-2	·
PAX8 reporter	-1	·	5	-30	1	·	-7	-1
Cneo AK release	-1	0	·	0	-1	-5	6	2
EWS-Fli inh	7	7	10	-13	-2	-2	0	·

[17] CCOC(=O)CCCCCC(=O)Nc1ccc2c(c1)C(=O)N([C@H](C)CO)C[C@@H](C)[C@H](CN(C)Cc1ccc3c(c1)OCO3)O2
[18] COC(=O)c1nn(-c2ccc(OC)cc2)ccc1=O
[19] C[C@@H]1CN([C@H](C)CO)C(=O)c2cccc(NC(=O)C3CCCCC3)c2O[C@@H]1CN(C)C
[20] CN(C)CC#Cc1ccc([C@H]2[C@@H](CO)N3CCCCN(C(=O)C4CCCC4)C[C@@H]23)cc1
[21] CCOc1nc(-c2ccc(OC)cc2)ccc1-c1noc(-c2cc(OC)c(OC)c(OC)c2)n1
[22] CCCn1c(CCC(=O)O)nc2cc(S(N)(=O)=O)ccc21
[23] O=c1ccc2cc(S(=O)(=O)N3CCN(c4ccccc4)CC3)ccc2[nH]1
[24] CC/C(=N/NC(=O)CNc1ccc(Cl)cc1C)c1ccccc1
entry no.	17	18	19	20	21	22	23	24
FN deposition inh	-4	-13	-7	·	1	4	10	·
LGR2 inh	8	-4	-3	·	-12	17	5	-4
PGC1a acetyl inh	1	·	-5	-1	17	·	-8	8
miR122 inh	-6	·	-2[16.7 µM]	-25[16.7 µM]	-2	·	-4	-9
Casp6 inh	2	4	0	-1	·	-1	0	-1
PAX8 reporter	-33	9	-12	-9	·	15	13	0
Cneo AK release	0	·	2	4	7	·	0	·
EWS-Fli inh	-5	10	6	-2	·	0	8	21

Three compounds drawn at random from the list so far:
[11] Cc1cccc(NC(=S)N(c2ccccc2)C(C)C)c1C
[8] CN1CCN(S(=O)(=O)c2cccc(C(=O)Nc3cc(C(F)(F)F)ccc3N3CCCCC3)c2)CC1
[3] Cc1cc(C)cc(N2C(=O)CC(n3nc(C)cc3C)C2=O)c1 (configuration not stated)
entry no.	11	8	3
FN deposition inh	4	0	-36
LGR2 inh	·	-9	·
PGC1a acetyl inh	·	4	-10
miR122 inh	·	-4	-6
Casp6 inh	0	-3	·
PAX8 reporter	5	-14	·
Cneo AK release	·	·	1
EWS-Fli inh	10	27	·

Later entries:
[25] CC1CC(C)CN(CCCn2c(=S)[nH]c3ccccc3c2=O)C1 (configuration not stated)
[26] CCCC1S/C(=N/N=C/c2ccc(OC)cc2)N(Cc2ccccc2)C1=O (configuration not stated)
[27] OC1C[N+]2(CCCCC2)C1
[28] Cc1cc(C)cc(N(CC(=O)NC2CCCC2)C(=O)C2(C)CC(=O)N=C3C=CC=CN32)c1 (configuration not stated)
[29] NC1=NC(=O)/C(=C/c2cn(CCC(=O)O)nc2-c2ccc(Cl)cc2)S1
[30] COc1cccc(CN(C)C(=O)c2cc(S(=O)(=O)NCc3ccccc3)ccc2C)c1OC
[31] COc1ccc(CC(=O)Nc2cc(=O)n(C)c(=O)n2C)cc1OC
[32] CN(CCCNC(=O)Cn1cc2c(n1)CCCC2)C1CCCCC1
entry no.	25	26	27	28	29	30	31	32
FN deposition inh	·	·	·	-6	-2	3	4	-14
LGR2 inh	-6	-10	1	-10	5	3	13	9
PGC1a acetyl inh	-23	2	-4	·	·	·	·	4
miR122 inh	-4	2	-3	·	·	·	·	7
Casp6 inh	·	·	·	2	5	-84	1	-30
PAX8 reporter	·	·	·	11	4	12	5	2
Cneo AK release	2	-4	0	·	·	·	·	6
EWS-Fli inh	·	·	·	4	3	-8	-18	-2

[33] COCC(=O)Nc1ccc2c(c1)OC[C@@H](C)N(C(=O)Cc1cccnc1)C[C@@H](C)[C@@H](OC)CN(C)C2=O
[34] C[C@H](CO)N1C[C@H](C)[C@H](CN(C)C(=O)Nc2ccc(C(F)(F)F)cc2)Oc2ccc(NS(=O)(=O)c3ccc(Cl)cc3)cc2CC1=O
[35] CCC12CN3CCN(CC(C3)/C1=N\NC(=O)c1ccc(F)cc1)C2
[36] CNC[C@H]1Oc2cc(-c3cccc(F)c3)ccc2S(=O)(=O)N([C@H](C)CO)C[C@@H]1C
[37] CCOC(=O)N1CCC(NC(=O)c2cc(COc3c(C)cccc3C)on2)CC1
[38] CC(C)N1CCCC(C)(C(=O)Nc2nccc3ccccc23)C1 (configuration not stated)
[39] Cc1cc(NC(=O)CCN2C(=O)C3C4C=CC(C4)C3C2=O)ccc1Br (configuration not stated)
[40] O=C(COc1ccc(Cl)cc1Cl)NCCCNC(=O)c1cnccn1
entry no.	33	34	35	36	37	38	39	40
FN deposition inh	-1	-15	5	·	-2	-7	2	0
LGR2 inh	4	20	3	-5	0	14	-1	-1
PGC1a acetyl inh	7	5	3	-10	0	10	0	·
miR122 inh	·	3[16.7 µM]	·	-1[16.7 µM]	0	-1	-5	·
Casp6 inh	-1	-1	1	5	-2	2	-1	-1
PAX8 reporter	3	·	11	·	-4	3	-2	2
Cneo AK release	-3	1	·	-1	3	1	-13	1
EWS-Fli inh	-9	32	0	-1	·	-4	-6	5

[41] O=C1C=C(c2ccccc2)CO1
[42] COc1ccc2c3c(n(C)c2c1)[C@@H](CO)N(C(=O)Nc1c(C)noc1C)CC31CCN(CC2CC2)CC1
[43] Cc1ccc(NC(=O)c2sccc2-n2cccc2)c(C)c1
[44] CC(C)Cc1ccc(C(C)/C=C2/CCC(CN3CCCCC3)C2=O)cc1 (configuration not stated)
[45] COCCN(CCOC)Cc1cc(=O)oc2cc(C)ccc12
[46] C[C@H]1CN([C@@H](C)CO)C(=O)c2cc(NC(=O)Cc3ccccc3)ccc2O[C@@H]1CN(C)S(=O)(=O)c1ccc(Cl)cc1
[47] COc1ccc(-c2cn3cc(C(=O)NN)ccc3n2)cc1
[48] CCN(C(=O)c1cccs1)c1nc(-c2ccc(OC)cc2)cs1
entry no.	41	42	43	44	45	46	47	48
FN deposition inh	-3	·	-11	-2	·	·	-1	5
LGR2 inh	6	-1	·	·	3	-11	-47	-99
PGC1a acetyl inh	-3	-7	-22	·	1	-8	·	7
miR122 inh	·	·	2	·	-2	1[16.7 µM]	·	·
Casp6 inh	0	1	·	6	-1	0	-1	-1
PAX8 reporter	-7	·	·	36	-15	1	-87	-204
Cneo AK release	75	·	0	·	0	49	·	·
EWS-Fli inh	-5	-5	·	9	-13	11	-38	-48

[49] C[C@@H]1CN([C@H](C)CO)C(=O)c2cccc(NC(=O)C3CC3)c2O[C@@H]1CN(C)S(=O)(=O)c1cn(C)cn1
[50] COc1cc(OC)cc(C(=O)NC(=S)Nc2cc3oc4ccccc4c3cc2OC)c1
[51] O=C(CCN1CCCCC1)N[C@H]1CC[C@@H](CCNS(=O)(=O)c2ccc(Cl)cc2)O[C@@H]1CO
[52] COc1cc(NC(=O)c2cc(-c3cc(F)ccc3OC(C)C)n[nH]2)cc(OC)c1OC
[53] CCC(=O)c1ccc(OCC(=O)NC2CCCC2)cc1
[54] CCCNC(=O)Nc1ccc2c(c1)OC[C@H](C)N(C(=O)CC)C[C@@H](C)[C@H](OC)CN(C)C2=O
[55] Cc1ccccc1OCCn1cc(C(=O)O)c2ccccc21
[56] N#C[C@H]1[C@H](c2ccc(C#CC3CCCC3)cc2)[C@@H](CO)N1S(=O)(=O)c1ccccc1
[57] COc1ccc(/C=C/C(=O)Nc2ccccc2C(=O)NCC(c2ccc(OC)cc2)N(C)C)cc1 (configuration not stated)
[58] COc1ccc(CNC(=O)C(C)Sc2ccc(S(=O)(=O)N3CCOCC3)cn2)cc1 (configuration not stated)
entry no.	49	50	51	52	53	54	55	56	57	58
FN deposition inh	·	·	·	-2	-2	·	3	-20	-6	9
LGR2 inh	4	36	1	8	-1	5	-16	20	-8	8
PGC1a acetyl inh	6	-13	11	-15	-4	5	6	10	·	·
miR122 inh	-7[16.7 µM]	-5	·	-11	5	11[16.7 µM]	·	·	-12	-5
Casp6 inh	1	1	1	1	-49	·	-1	-3	-5	2
PAX8 reporter	4	-14	-13	28	-16	·	4	8	-38	-4
Cneo AK release	-1	3	2	-1	0	-3	·	5	-3	3
EWS-Fli inh	-4	14	2	0	-2	-3	-1	10	-17	0

Compound profiles (already shown). Order of screens: FN deposition inh | LGR2 inh | PGC1a acetyl inh | miR122 inh | Casp6 inh | PAX8 reporter | Cneo AK release | EWS-Fli inh
`COc1cc(OC)cc(C(=O)NC(=S)Nc2cc3oc4ccccc4c3cc2OC)c1` is entered as · | 36 | -13 | -5 | 1 | -14 | 3 | 14
`C[C@@H]1CN([C@H](C)CO)C(=O)c2cccc(NC(=O)C3CC3)c2O[C@@H]1CN(C)S(=O)(=O)c1cn(C)cn1` is entered as · | 4 | 6 | -7[16.7 µM] | 1 | 4 | -1 | -4
